Bioassay records as filed in PubChem.
HCV NS3 hel inh – blocks Hepatitis C virus NS3 helicase unwinding; inhibition, % at 10.9 µM; AID 1800; NS3 helicase DNA unwinding, Cy5 molecular beacon fluorescence; 290,000 tested, 0.56% active;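 active means inhibition above the mean of all tested compounds plus 3 SD, set per campaign, cut at about 35% in these data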;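 further: 0% = DMSO wells and 100% = thioflavine S control wells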
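System: NS3 helicase fragment of HCV / Schedule: 1 h at 25 °C / Control set: DMSO alone as 0% and 110 µM thioflavine S as 100% / Reagent: Cy5/quencher beacon DNA duplex and ATP to start / Technique: Cy5 fluorescence / Replication: singlicate / Evaluation: % inhibition of end-to-start signal ratio versus controls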
MEKK3 PB1 HTS – modulators (inhibitors or enhancers) of MEK5 binding to human MEKK3 PB1 domain; Q99759; bead-based flow cytometry, Alexa488-MEK5 binding to MEKK3; actives lie on both sides; 0 = blocked by unlabeled MEK5, 100 = vehicle; binding response (% of control), % at 10 µM; 290,000 tested, 1.4% active;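 active means binding response more than 3 SD above or below the average of its plate-row segment, actives on both sides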;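 further: Alexa488 bead fluorescence after subtracting the streptavidin-only scavenger bead signal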
Target sequence (Q99759 whole entry, looked up, the tested form may be a part): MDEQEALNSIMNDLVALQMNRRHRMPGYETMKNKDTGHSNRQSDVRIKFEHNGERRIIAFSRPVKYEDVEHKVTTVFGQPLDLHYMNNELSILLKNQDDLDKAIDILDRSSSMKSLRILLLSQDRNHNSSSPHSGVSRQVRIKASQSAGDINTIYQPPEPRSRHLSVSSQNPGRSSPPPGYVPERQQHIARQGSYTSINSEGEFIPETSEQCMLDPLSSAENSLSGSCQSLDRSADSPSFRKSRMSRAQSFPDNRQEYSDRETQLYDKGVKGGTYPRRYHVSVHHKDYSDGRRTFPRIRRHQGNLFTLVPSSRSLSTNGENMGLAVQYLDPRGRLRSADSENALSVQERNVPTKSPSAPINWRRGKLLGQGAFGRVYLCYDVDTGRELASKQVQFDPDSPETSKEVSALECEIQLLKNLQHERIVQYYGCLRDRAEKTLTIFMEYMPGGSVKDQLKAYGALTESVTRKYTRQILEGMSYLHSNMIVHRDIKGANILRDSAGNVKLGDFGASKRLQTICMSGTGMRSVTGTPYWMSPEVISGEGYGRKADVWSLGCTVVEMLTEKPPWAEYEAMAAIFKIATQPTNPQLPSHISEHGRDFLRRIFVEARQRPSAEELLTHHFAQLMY
SUMO HTRF inh – inhibitors of human SUMOylation (UBC9); HTRF SUMOylation assay, SAE1/SAE2 + UBC9, in vitro; P63279; AID 2006; inhibition, % at 35 µM; 290,000 tested, 0.36% active; in the data active means inhibition above about 50%, passing the limit was not always enough; further: strong numbers were not always called active
DNA FID counter – fluorescent intercalator displacement, NS3 helicase counter-screen | DNA fluorescent intercalator displacement, fluorescence | inhibition, % at 7.9 µM | 290,000 tested, 0.17% active | AID 1845; in the data active means inhibition above about 37%;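 further: 0% = vehicle and 100% = reference compound; higher means more ethidium bromide displaced from hairpin DNA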
MEKK2 WT-MEK5 – raises or lowers MEK5 binding to wildtype human MEKK2 PB1 domain | Q9Y2U5 | bead flow cytometry, Alexa488-MEK5 binding to MEKK2 WT; actives lie on both sides | binding response (% of control), % at 10 µM | 290,000 tested, 1.1% active | AID 1531; in the data active means binding response below about 67% or above about 130%
CRFBP-R2 agonist – agonists of human CRF-binding protein/CRF-R2 receptor complex. HEK293 CRF-R2/CRF-BP, calcium dye fluorescence (FLIPR); percent of saturating CRF peptide response. activation, % at 13.2 µM. 350,000 tested, 0.46% active. AID 588473;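 active means activation of at least 50%, plus an integration ratio under a set limit after plate pattern correction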;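 further: plate controls were neutral control wells without compound for no effect and CRF at EC100 for full effect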
MEKK2mut PB1 HTS – signal of MEK5 binding to mutant human MEKK2 PB1 domain | bead flow cytometry, Alexa488-MEK5 binding to MEKK2 mutant | percent response, % at 10 µM | 290,000 tested, 0.35% active | AID 1530; in the data active means percent response above about 24%, passing the limit was not always enough; further: inactives centre near 1; some results filed as inactive read as strong as hits
CRFR2-BP antag – blocks CRF-induced signaling of the CRF-BP/CRF-R2 complex; 350,000 tested, 0.59% active; HEK293 CRF-R2/CRF-BP, CRF-induced calcium fluorescence; AID 588475; inhibition, % at 11.8 µM;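 active means inhibition of the ligand-induced calcium signal above about 50% at the single tested concentration, limit read from the data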
GalR3 antagonist – antagonists of human GalR3; 360,000 tested, 0.44% active; inhibition, % at 3 µM; HEK293 GalR3-CNG cAMP membrane potential fluorescence; galR3 body fused to GalR1 C-terminus; O60755;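 active means inhibition above the screen-wide average plus 3 SD, cut at about 13% in these data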;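 further: forskolin and galanin both at EC90 stimulate the cells; cAMP rise reported by CNG channel membrane potential dye signal; 0% = forskolin plus galanin with DMSO and 100% = forskolin alone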
Target sequence (O60755 1-299 limits assumed): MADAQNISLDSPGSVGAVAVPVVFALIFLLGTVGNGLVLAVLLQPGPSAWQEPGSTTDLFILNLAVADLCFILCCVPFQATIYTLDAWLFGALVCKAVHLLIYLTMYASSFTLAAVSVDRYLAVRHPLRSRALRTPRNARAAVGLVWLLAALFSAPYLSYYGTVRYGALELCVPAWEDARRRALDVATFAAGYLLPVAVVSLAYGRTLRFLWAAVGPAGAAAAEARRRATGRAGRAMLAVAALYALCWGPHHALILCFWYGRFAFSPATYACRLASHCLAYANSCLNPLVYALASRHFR
The depositor's hits bear a star; / = no result given. Only part of the results is shown; the hit share may differ from the screen's.

The first 5 entries (preview)
Order of results: HCV NS3 hel inh | MEKK3 PB1 HTS | SUMO HTRF inh | DNA FID counter | MEKK2 WT-MEK5 | CRFBP-R2 agonist | MEKK2mut PB1 HTS | CRFR2-BP antag | GalR3 antagonist
O=C(Cc1ccccc1)Nc1nnc(-c2cccs2)s1
    -5 | / | 6 | -8 | / | -0.3 | / | -3 | -3
COc1ccc2c(c1OC)C(=O)N(c1ccc(C)cc1)C2=O
    0 | 100 | 9 | -3 | 100 | 0.2 | 0 | -6 | -4
O=C1Nc2ccccc2C12OCC1(CO2)COC2(OC1)C(=O)Nc1ccccc12 (stereo not drawn)
    -6 | 101 | -2 | -22 | 97 | 1.4 | 3 | -20 | -6
Cn1ncc2c(N3CCN(c4ccccc4F)CC3)ncnc21
    -1 | 110 | 13 | -19 | 113 | -6.4 | 6 | 0 | -5
O=C(/C=C/c1ccc(Cl)cc1)NC(=S)Nc1ccccc1C(=O)O
    19 | 106 | 14 | -33 | 104 | -1.3 | 2 | 7 | -2

This part in full, from the start:
Order of results: HCV NS3 hel inh | MEKK3 PB1 HTS | SUMO HTRF inh | DNA FID counter | MEKK2 WT-MEK5 | CRFBP-R2 agonist | MEKK2mut PB1 HTS | CRFR2-BP antag | GalR3 antagonist
O=C(Cc1ccccc1)Nc1nnc(-c2cccs2)s1
    -5 | / | 6 | -8 | / | -0.3 | / | -3 | -3
COc1ccc2c(c1OC)C(=O)N(c1ccc(C)cc1)C2=O
    0 | 100 | 9 | -3 | 100 | 0.2 | 0 | -6 | -4
O=C1Nc2ccccc2C12OCC1(CO2)COC2(OC1)C(=O)Nc1ccccc12 (stereo not drawn)
    -6 | 101 | -2 | -22 | 97 | 1.4 | 3 | -20 | -6
Cn1ncc2c(N3CCN(c4ccccc4F)CC3)ncnc21
    -1 | 110 | 13 | -19 | 113 | -6.4 | 6 | 0 | -5
O=C(/C=C/c1ccc(Cl)cc1)NC(=S)Nc1ccccc1C(=O)O
    19 | 106 | 14 | -33 | 104 | -1.3 | 2 | 7 | -2
CC(=O)N(CN1C(=O)c2ccc([N+](=O)[O-])cc2C1=O)c1ccc(F)cc1
    -5 | 94 | 8 | -2 | 93 | 1.6 | -6 | -1 | -6
N#Cc1ccc(-c2ccc(OCC(O)CN3CCCCC3)cc2)cc1 (stereo not drawn)
    -11 | 98 | 13 | 6 | 109 | 4.8 | 1 | -1 | -13
CN1CCC(=NNC(=O)c2ccc(N(Cc3ccc(Cl)cc3)S(C)(=O)=O)cc2)CC1
    6 | 99 | 17 | -8 | 100 | -0.1 | 1 | 5 | -2
COc1ccc(C(CC(=O)NC(C)(C)C)n2cccc2)cc1 (stereo not drawn)
    -2 | 110 | -10 | -5 | 112 | -1.0 | 15 | -4 | 0
CC(=O)c1cccc(NC(=O)N2CCC(NC(=O)C34CC5CC(CC(C5)C3)C4)CC2)c1
    -1 | 97 | 6 | -40 | 88 | -1.9 | -14 | 1 | 5
CC(=O)NC(CCS(C)(=O)=O)C(=O)Nc1ccc(Cl)c(Cl)c1 (stereo not drawn)
    2 | 110 | -6 | -2 | 106 | -0.6 | 9 | 6 | /
C=CCc1cccc(C=Nc2cccn3cc(-c4ccccc4)nc23)c1O
    3 | 109 | 18 | -2 | 112 | -0.4 | 4 | -1 | -5
O=C(Cc1ccccc1)NC1c2ccccc2-c2ccccc21
    11 | 103 | 7 | -4 | 119 | -0.5 | 24 | 1 | -5
O=C(CN1C(=O)CSCC1=O)NCc1ccc(F)cc1
    -4 | 102 | 6 | -1 | 96 | -1.1 | -1 | 8 | -5
Cc1cccc2cc(C#N)c(NCCNC(=S)NCCCN3CCOCC3)nc12
    -21 | 98 | 26 | 9 | 104 | -1.6 | 1 | 0 | 0
Cc1cccc(-c2noc(CCCC(=O)Nc3cccnc3)n2)c1
    -8 | / | -6 | -2 | / | -2.4 | / | 15 | -7
COC(=O)CN(c1nc(C)cc(OC)n1)S(=O)(=O)c1ccccc1
    -3 | 114 | 12 | -13 | 112 | -2.3 | 9 | -10 | -4
C/C(=N\NC(=O)c1nnn(-c2nonc2N)c1CN1CCOCC1)c1ccc(CC(C)C)cc1
    -7 | 98 | -11 | -33 | 96 | -0.8 | -2 | -1 | -5
c1ccc(-c2nnc(-c3c[nH]c4ccccc34)nc2-c2ccccc2)cc1
    3 | 107 | 8 | 1 | 92 | -0.1 | -16 | -28 | -6
Cc1ccccc1C(OCC(O)CN1CCCCC1CCO)c1ccccc1 (stereo not drawn)
    -36 | 105 | -2 | 12 | 121 | 3.2 | 8 | -22 | -7
O=C(CCN1C(=O)/C(=C/c2ccc(F)cc2)SC1=S)NC1CCS(=O)(=O)C1 (stereo not drawn)
    4 | 93 | / | -21 | 97 | 0.4 | -3 | -9 | -7
COc1ccc(NC(=O)Cn2nnc(C(=O)NCc3cccs3)c2N)cc1OC
    1 | 101 | 15 | -10 | 103 | -0.4 | 0 | 9 | 1
O=C(NCc1cccnc1)c1ccccn1
    -4 | 97 | 4 | 0 | 96 | -0.6 | 0 | 4 | -4
O=C1c2ccccc2-c2n[nH]c(=O)c3ccc(N4CCCCC4)c1c23
    -10 | 103 | 11 | -12 | 93 | -1.9 | -4 | -46 | 3
O=C1c2ccccc2NC(c2ccccc2O)N1NS(=O)(=O)c1ccccc1 (stereo not drawn)
    2 | / | -2 | -2 | / | -1.3 | / | 11 | 6
OCc1ccnc(Cl)c1
    4 | 99 | -2 | 0 | 104 | -1.6 | 1 | 19 | 0
C=C(C)Cn1c(CCNC(=O)CC)nc2ccccc21
    0 | 96 | -4 | -1 | 96 | -2.7 | -4 | 17 | -5
Cc1cccc(OCC(=O)NCCNC(=O)c2ccccn2)c1
    2 | 100 | 17 | -7 | 99 | 0.1 | 0 | -2 | -7
N#CCC(=O)Nc1ccc(C(=O)N2CCN(c3ccccn3)CC2)cc1
    -6 | 96 | 21 | -16 | 99 | 0.1 | 1 | 8 | -11
CC1(C)CC(CC(=O)Nc2ccccc2[N+](=O)[O-])C(=O)O1 (stereo not drawn)
    2 | 147* | 1 | 5 | 109 | -3.1 | 0 | 27 | -4
CCCn1c(N)c(C(=O)CSc2nc3ccccc3c(=O)n2Cc2ccccc2)c(=O)[nH]c1=O
    -10 | 98 | 36 | 2 | 97 | 2.4 | -3 | -8 | 0
Cc1cc(C(F)(F)F)nn1Cc1ccc(C(=O)NCc2ccco2)o1
    9 | 98 | -7 | -9 | 94 | 1.7 | 1 | 4 | -6
O=C(c1ccc(Br)cc1)N1CCN(S(=O)(=O)c2ccccc2)CC1
    -5 | 107 | -1 | -22 | 105 | -6.7 | 14 | 9 | /
CN(C)c1ccc(C(=O)NC2(N3CCC3=O)CCCC2)cc1
    7 | 100 | 0 | -5 | 89 | 4.6 | -10 | -28 | -4
O=C(CCc1ccc(S(=O)(=O)NC2CCCCC2)cc1)NCc1ccccn1
    -1 | 98 | -9 | -18 | 83 | 1.6 | -12 | 2 | -4
O=C(NCc1ccccc1Cl)c1nnc(CS(=O)(=O)c2ccccc2)o1
    10 | 102 | 5 | -16 | 98 | -1.5 | 5 | -27 | /
Fc1ccc(/C=N/n2cnn(Cc3ccccc3Cl)c2=S)cc1
    13 | 98 | 14 | 3 | 96 | -1.7 | -6 | 30 | -6
COc1ccc(Cl)cc1N1C(=O)C2CCCN2C1c1sccc1C (stereo not drawn)
    -1 | 107 | 36 | 1 | 104 | -2.9 | 6 | 18 | -7
CCOc1ccc(C(C)NC(=O)Nc2ccc(F)cc2F)cc1 (stereo not drawn)
    12 | 102 | 9 | -14 | 103 | 0.1 | 1 | -2 | -5
COc1cc(/C=C/[N+](=O)[O-])ccc1OCc1cccc(C(=O)O)c1
    36* | 100 | 19 | -30 | 100 | 0.2 | 1 | 5 | /
COc1ccc(/C=C2\SC(=O)N(CCC(=O)Nc3ccc(S(=O)(=O)Nc4nccs4)cc3)C2=O)cc1
    5 | 107 | 18 | -3 | 103 | 11 | 21 | -7 | -2
Cc1noc(NS(=O)(=O)c2ccc(NC(=O)C(C)C)cc2)c1C
    4 | 112 | 22 | 1 | 107 | -0.8 | 4 | -8 | -12
O=C1CCCN1CCNC(=S)Nc1ccccc1
    7 | 101 | -4 | 0 | 95 | 0.1 | 0 | 1 | -1
COc1cccc(-c2cc3c(=O)n(-c4ccccc4)c(=S)[nH]c3s2)c1
    6 | 86 | 23 | -9 | 87 | -3.1 | -4 | 13 | 2
CC(C)[C@H](NC(=O)c1c(F)cccc1F)C(=O)Nc1cccc(Br)c1
    1 | 100 | 8 | -16 | 101 | -1.6 | 2 | -18 | -7
COC(=O)c1cc(C#N)c(OC(C)C)nc1C
    9 | 142* | -3 | 1 | 123 | 0.1 | 7 | -13 | -2
CCCCc1ccc(/C(C)=N/NC(=O)C2CCCC2)cc1
    -9 | 91 | -11 | -26 | 80 | 1.8 | -12 | -25 | 0
Cc1cc(C(F)F)n2nc(C(=O)Nc3ccc(S(=O)(=O)N4CCCC4)cc3)nc2n1
    -1 | 102 | -8 | -8 | 102 | -2.0 | 3 | -3 | -7
COc1ccc([C@@H]2[C@@H]3C(=O)N(C(C)(C)C)C(=O)[C@@H]3[C@]3(C)C(=O)N(c4ccc(C(F)(F)F)cc4)C(=O)N23)cc1
    -57 | 101 | 0 | -33 | 99 | 3.3 | -4 | -12 | -5
Cc1ccc(S(=O)(=O)N(C)CCCC(=O)Nc2cc(C)ccc2C)cc1
    2 | 102 | 4 | -37 | 98 | -0.4 | -4 | 11 | 1
COc1ccccc1/C=N/OC(=O)c1ccc(F)cc1
    4 | 103 | 6 | -2 | 105 | -0.7 | 8 | -7 | -7
O=C(O)CCSc1nnc(-c2ccncc2)n1-c1ccccc1
    0 | 100 | -26 | 0 | 103 | -0.2 | 0 | 7 | -6
COC(=O)c1nnn(-c2nonc2N)c1-c1cccs1
    2 | 100 | 20 | -7 | 106 | 0.1 | 1 | 4 | 0
COc1ccccc1NC(=O)COc1ccc(CO)cc1Cl
    -1 | 92 | 24 | -12 | 96 | -0.9 | 0 | 0 | 4
CCOC(=O)C1CCCN(C(=O)c2cc3ccc(OC)cc3[nH]2)C1 (stereo not drawn)
    14 | 95 | 17 | -29 | 99 | -0.3 | 1 | 0 | -8
COc1ccc(N=Cc2c(O)[nH]c3ccccc23)cc1OC
    14 | 100 | 1 | -10 | 103 | -1.6 | 1 | 31 | -5
O=C(NC(Cc1c[nH]c2ccccc12)C(=O)O)/C(=C\c1ccc2c(c1)OCO2)NC(=O)c1ccccc1 (stereo not drawn)
    26 | 89 | 8 | -40 | 86 | 2.4 | -17 | -2 | 7
CN(C)S(=O)(=O)c1cccc(NC(=O)CNCC2CCCCC2)c1
    -10 | / | 5 | 8 | / | -0.2 | / | -18 | -4
